# Compound activity from PubChem.
# Pf growth 96h – P. falciparum growth inhibition at 96 hour, primary screen for plastid delayed-death inhibitors | Potency, µM (series often up to 28.7 µM), inactives show top-dose activity change, negative = inhibition, hits mostly inhibitors | AID 504834 | P. falciparum luciferase reporter growth, 96 h | 320,000 compounds, 6.9% hits; note: potency is the fitted concentration of half-maximal effect; % is set by controls: 0 for no effect and ±100 for the full control effect
#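 Parasite growth measured via integrated firefly luciferase reporter in P. falciparum. Infected erythrocytes at 2% hematocrit, 0.05% parasitemia final were treated 96 hours at 37 C under 5% CO2, and luminescence was read.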
# Tb PYK inh – inhibitors of Trypanosoma brucei pyruvate kinase. Q57TT1. TbPYK enzyme, Kinase-Glo Plus ATP luminescence, 45 min. Potency, µM (series often up to 76.8 µM), for inactives: at the top dose activity, negative = inhibition, most hits filed as inhibitors. 410,000 compounds, 0.12% hits. AID 624173; note: potency is the fitted concentration of half-maximal effect; % is set by controls: 0 for no effect and ±100 for the full control effect; nearly all actives have a fitted effect of over 50% in size
#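 Screened from lowest to highest concentration, compounds were pinned into TbPYK/substrate mixtures, and ADP (130 uM final) was added. Plates sat at room temperature for 45 min prior to Kinase-Glo Plus detection by luminescence.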
# CHX counter – counter-screen for Shiga toxin inhibitors: cycloheximide protein synthesis inhibition; 300,000 compounds, 12% hits; cell reporter, cycloheximide protein synthesis inhibition counterscreen; AID 2314; max response, %; in the data active = max response mostly above about 13%, no sharp cut-off; inactive = mostly below about 14%; note: read at 38.3 µM for the half of the compounds with a filed dose; 0% is about no effect
# Pf growth 48h – inhibits P. falciparum growth in the first generation, 48 h. Potency, µM (titrated, usually from 28.7 µM), for inactives: at the highest dose activity change, negative = inhibition, hits mostly inhibitors. 310,000 compounds, 5.9% hits. P. falciparum luciferase growth in erythrocytes, 48 h. AID 504832; note: potency is the fitted concentration of half-maximal effect; % is set by controls: 0 for no effect and ±100 for the full control effect
#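 Read-out is firefly luciferase luminescence from an integrated reporter in P. falciparum, so falling signal marks reduced parasite growth. Infected erythrocytes were at 2% hematocrit and 0.1% parasitemia (final) in Albumax-supplemented RPMI 1640.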
# AMA1-RON2 inh – inhibitors of Plasmodium falciparum AMA1-RON2 interaction; AlphaScreen AMA1-biotinylated RON2 peptide binding; Potency, µM (titrated, usually from 58.2 µM), for inactives: at the highest dose activity change, negative = inhibition, usual class: inhibitors; 360,000 compounds, 0.2% hits; AID 720542;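 note: potency is the fitted concentration of half-maximal effect; 0% = vehicle wells and -100% = peptide control; nearly all actives have a fitted effect of over 45% in size; some results filed as inactive show a strong effect at the top dose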
#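 AMA1 (3D7) with his tag at 25 nM final met compounds first, then biotinylated RON2 peptide at 25 nM; detection used donor plus acceptor beads, 10 µg/mL apiece, read by AlphaScreen after 30 min at room temperature.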
# Shiga inhibitor – Shiga toxin inhibition; inhibition, % at 38.7 µM; AID 2315; Vero cells, Shiga toxin protein synthesis inhibition reporter; 290,000 compounds, 9.2% hits; in the data active = inhibition mostly above about 28%, no sharp cut-off; inactive = mostly below about 43%; note: 0% is about no effect
# LmPK inh – inhibitors of Leishmania mexicana pyruvate kinase; purified LmPK, Kinase-Glo ATP luminescence, 1 h; 290,000 compounds, 0.37% hits; Potency, µM (series often up to 57.5 µM), without a hit: at the top dose activity change, negative = inhibition, usual class: inhibitors; AID 1721; Q27686; note: potency is the fitted concentration of half-maximal effect; % is set by controls: 0 for no effect and ±100 for the full control effect
# Target sequence (Q27686 whole entry, looked up): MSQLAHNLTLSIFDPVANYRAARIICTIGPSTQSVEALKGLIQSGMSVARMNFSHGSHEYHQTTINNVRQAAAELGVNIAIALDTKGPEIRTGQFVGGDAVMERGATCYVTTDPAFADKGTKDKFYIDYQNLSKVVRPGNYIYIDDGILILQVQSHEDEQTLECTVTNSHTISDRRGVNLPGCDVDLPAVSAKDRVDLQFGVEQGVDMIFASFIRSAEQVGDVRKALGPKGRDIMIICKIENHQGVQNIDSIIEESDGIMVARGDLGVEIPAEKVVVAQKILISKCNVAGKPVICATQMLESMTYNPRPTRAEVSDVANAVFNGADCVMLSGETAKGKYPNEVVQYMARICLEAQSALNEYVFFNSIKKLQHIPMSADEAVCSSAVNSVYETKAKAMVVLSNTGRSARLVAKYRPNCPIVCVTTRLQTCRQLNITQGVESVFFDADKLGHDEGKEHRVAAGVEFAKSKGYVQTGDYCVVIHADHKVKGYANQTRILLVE
#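 Kinase-Glo luminescence read after 1 h RT reaction of 0.1 nM LmPK with 0.5 mM PEP and 0.1 mM ADP. Activity scaled between uninhibited and enzyme-free controls.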
# An asterisk follows results filed as active; ? = inconclusive; · = not tested or not shown; & = joins results of further samples; [ ] = remark or other dose. Unless noted, calls come from the whole dose curve; as a rule, active = well fitted curve in the direction sought with a large enough effect; inconclusive = small, poorly fitted or top-dose-only effect, or another doubt; inactive = no such curve, though single readings can be large; an effect the other way counts as inactive or inconclusive.
SMILES,Pf growth 96h,Tb PYK inh,CHX counter,Pf growth 48h,AMA1-RON2 inh,Shiga inhibitor,LmPK inh
COc1ccc(OCCOc2ccc(/C=C3\C(=N)N4N=C(C)SC4=NC3=O)cc2)cc1,15%,-3%,·,3%,30%[activator],·,·
O=C(CCn1cncn1)N1CCCC(N2CCN(c3ccc(F)cc3)CC2)C1 (centres undefined),54%[activator],-9%,-1,?,-6%,24,-8%
CCN(CC(=O)Nc1c(F)cccc1F)C(=O)c1cccc(-n2cccc2)c1,11%,-9%,·,-24%,0%,·,·
BrC(=C\c1ccccc1)/C=N/Nc1nc(N2CCOCC2)nc(N2CCOCC2)n1,?,0%,-3,7.4µM*,-3%,-10,5%
O=C(COC(=O)c1cccnc1SCC(=O)NCc1ccccc1)NCc1ccccc1,·,1%,11,17%,5%,4,2%
Cn1nccc1CNC(=O)c1ccnn1C,?,-14%,-4,23%,-2%,-17,-2%
COc1ccc(-c2nc(C)c(C(C)=O)n2O)cc1OC,·,-28%,2,13%,13%,10,7%
CCOC(=O)c1c(-c2ccccc2)oc2ccc(OCC(=O)O)cc12,34%[activator],1%,-1,15%,-4%,-2,3%
Cc1ccc(CN(C)C(=O)c2ccc(S(=O)(=O)N3CCCCCC3)cc2)o1,?,-28%,·,-16%,-2%,·,·
Cc1c(NC(=O)C2CCN(S(=O)(=O)c3cccs3)CC2)c(=O)n(-c2ccccc2)n1C,1%,0%,-3,40%[activator],-17%,-8,-1%
Cc1ncccc1C(=O)N1CCCC(CNC(=O)C2(c3ccc(Cl)cc3)CC2)C1 (centres undefined),?,-1%,-2,-1%,-6%,17,12%
Cc1cc(=O)oc2cc(NC(=O)c3cc4ccccc4o3)ccc12,·,·,20,100%[activator],·,80,7%
CCOP(=O)(OCC)C(Nc1ccccc1)c1ccco1 (centres undefined),-18%,0%,-6,9%,2%,-11,2%
CCCNc1nc(Cl)nc(NC(C)(C)C)n1,?,3%,13,5%,9%,27,0%
Cc1cccc(NC(=O)Cn2c(=O)n(Cc3ccco3)c(=N)c3c4c(sc32)COC(C)(C)C4)c1,8.3µM*,3%,-3,·,-1%,-10,8%
CC(=O)NCC(=O)OCN1C(=O)c2ccccc2C1=O,37%[activator],8%,-2,19%,5%,5,-4%
COc1cc(/C=C2/NC(=O)NC2=O)cc(Br)c1OCc1ccccc1,5%,-1%,0,?,-11%,-2,1%
Cc1cc(C)nc(N(C#N)Cc2cccc(Cl)c2)n1,-12%,-9%,-1,-8%,21%,8,2%
COc1ccccc1NC(=O)c1sc2ncn(Cc3cccc4ccccc34)c(=O)c2c1C,9.3µM*,-5%,0,12%,9%,-11,-2%
Cc1snc(SCC(=O)c2ccc([N+](=O)[O-])cc2)c1C#N,0%,35µM*,30*,?,11%,64*,-2%
COC(=O)C1=C(N)Oc2cc(C)n(Cc3cccnc3)c(=O)c2C1c1cc(OC)ccc1OC (centres undefined),-27%,-3%,-6,-17%,4%,-13,5%
O=C(N/N=C/c1cc([N+](=O)[O-])ccc1Cl)c1cnccn1,-12%,2%,-2,0%,-1%,-10,8%
COc1ccc(S(=O)(=O)N(C)CC(=O)NCc2ccc3c(c2)OCO3)cc1,9%,6%,-2,17%,0%,15,-2%
CCN(CC(=O)Nc1ccc(C(=O)OC)cc1)C1CCCCC1,-9%,0%,2,-11%,0%,9,-1%
Cc1nn(CC(=O)Nc2ccc3c(c2)nc(CN2CCCCC2)n3C)c(=O)c2ccccc12,·,-4%,10,21%,12%,-9,-9%
CCOc1ccc(CCNC(=O)CS(=O)Cc2nc(-c3ccc(C)cc3)oc2C)cc1OCC (centres undefined),-31%,-1%&2%,0,-14%,-3%,-1,0%
CCN(CC)C(=O)CSc1nnc(CSc2ncccn2)n1C,10%,-2%,-6,1%,-13%,-10,0%
N/C(=N\OC(=O)/C=C/c1ccccc1)c1ccccn1,23%,-27%,20*,-50%,9%,30,13µM*
CC1CCCN(S(=O)(=O)c2ccc(NC(=O)Cn3nnc(-c4ccccc4F)n3)cc2)C1 (centres undefined),165%[activator],-1%,1,?,-2%,-6,3%
COC(=O)CCC/C=C1\SC[C@@H](NC(=O)c2ccccc2)C1NC(C)=O (some centres undefined),4%,-3%,-3,-20%,-6%,14,2%
COc1ccc(-n2c(SCC(=O)N(C)c3ccccc3)nc3c([nH]c4ccccc43)c2=O)cc1OC,4.7µM*,5%,-2,8.3µM*,-18%,6,5%
CCOc1ccc(CN(C)CC(=O)NCc2ccccc2)cc1,3%,3%,3,-8%,5%,-7,2%
COc1cc(CN2CCCCCC2)cc(OC)c1O,-7%,4%,-1,32%[activator],1%,·,-2%
COc1ccc(N2CCN(S(C)(=O)=O)CC2)cc1,?,-15%,-2,·,9%,8,-4%
C/C(=N\NC(=O)c1c[nH]c2ccccc12)c1ccc(C)s1,-16%,0%,25*,?,27%,38,-4%
O=C(c1cc(Br)ccc1Cl)N1CCN(c2ccccn2)CC1,-12%,2%,-3,-3%,-1%,1,-5%
Cc1nc(NC(=O)c2cccc(-c3cc4ccccc4oc3=O)c2)ccc1Br,-18%,0%,2,95%[activator],2%,31,1%
O=C(COC(=O)c1ccc(Cl)nc1)Nc1ccc(Cl)cc1,19%,5%,·,-5%,5%,·,·
O=C(CSc1ccc(S(=O)(=O)N2CCOCC2)cn1)Nc1ccc(F)c(F)c1,?,8%,·,-18%,9%,·,·
COc1ccccc1C1N(c2ccc(Cl)cc2)C(=O)C2CCCN21 (centres undefined),41%[activator],3%,5,-29%,-8%,-7,1%
COC(F)(F)C(Cl)Cl,0%,-8%,·,-10%,·,·,·
CC(=O)c1cccc(OCCN2C(=O)NC(C)(C)C2=O)c1,·,-7%,7,-8%,-4%,-17,-3%
O=[N+]([O-])c1ccc(-c2nc(Nc3ccc(O)cc3)c3ccccc3n2)cc1,?,5%,-1,?,-10%,-14,-6%
C=C(C)CSc1nc2nc(C)cc(C)n2n1,8%,-9%,18,17%,0%,17,1%
CCN1CCN(c2ncnc3scc(-c4ccc(OC)cc4)c23)CC1,14%,?,-4,-1%[0.00184 µM],-13%,-8,0%
Cc1oc(-c2cccs2)nc1CS(=O)CC(=O)NC1CCCCCC1 (centres undefined),-19%,-12%,-1,·,20%,22,6%
O=C(O)CN1CCCCCC1=O,12%,-16%,2,1%,-2%,-6,2%
CCN(CC(=O)NCc1ccc(Cl)cc1)C(=O)COc1cccc(Cl)c1,?,2%,·,-6%,0%,·,·
COc1ccc(N2CCN(c3ccc(NC(=O)/C=C\C(=O)O)cc3)CC2)cc1,?,7%,-1,3.3µM*,-29%,·,3%
CCn1c(CCn2ccnc2C)n[nH]c1=S,1%,-10%,1,16%,5%,-9,0%

# The list goes on.
SMILES,Pf growth 96h,Tb PYK inh,CHX counter,Pf growth 48h,AMA1-RON2 inh,Shiga inhibitor,LmPK inh
O=C(CSc1nnc(-c2ccncc2)o1)c1ccc2c(c1)OCCO2,10%,-2%,3,28%,-5%,-7,1%
O=C(COc1ccc(S(=O)(=O)N2CCOCC2)cc1)Nc1ccccc1C(F)(F)F,-9%,-20%,-2,·,0%,-7,-3%
CCc1nc(SCC(=O)Nc2c(C)n(C)n(-c3ccccc3)c2=O)n[nH]1,?,-6%,2,3%,2%,-5,-1%
O=C(Nc1ccnn1C1CCN(C2CCCC2)CC1)c1ccccc1,11%,-1%,-2,19%,24%,5,0%
O=C(Nc1nc2c(s1)CCCC2)c1cccs1,-6%,-11%,27*,153%[activator],-11%,-11,?
Cc1cccn2c(=O)c3cc(C(=O)NC4CCCCC4)c(=N)n(CCN4CCOCC4)c3nc12,?,8%,-1,?,11%,-15,-9%
O=C(c1cc(-c2ccccn2)nc2c(Cl)cccc12)N1CCN(C(=O)C2CCCO2)CC1 (centres undefined),·,-7%,12,-16%,0%,3,-1%
O=C(CCNc1ccc(F)cc1)c1ccco1,?,5%,52*,5%,-3%,90*,-5%
Cc1nc(SCC(N)=O)[nH]c(=O)c1CCC(C)C,4%,-4%,-2,-9%,10%,-18,4%
Cc1ccsc1C(=O)OCC(=O)NC1CCS(=O)(=O)C1 (centres undefined),-17%,1%,-3,10%,8%,10,0%

# Five records drawn at random from those above, as already listed:
SMILES,Pf growth 96h,Tb PYK inh,CHX counter,Pf growth 48h,AMA1-RON2 inh,Shiga inhibitor,LmPK inh
CC1CCCN(S(=O)(=O)c2ccc(NC(=O)Cn3nnc(-c4ccccc4F)n3)cc2)C1 (centres undefined),165%[activator],-1%,1,?,-2%,-6,3%
O=C(COC(=O)c1cccnc1SCC(=O)NCc1ccccc1)NCc1ccccc1,·,1%,11,17%,5%,4,2%
C/C(=N\NC(=O)c1c[nH]c2ccccc12)c1ccc(C)s1,-16%,0%,25*,?,27%,38,-4%
CCc1nc(SCC(=O)Nc2c(C)n(C)n(-c3ccccc3)c2=O)n[nH]1,?,-6%,2,3%,2%,-5,-1%
COc1cc(/C=C2/NC(=O)NC2=O)cc(Br)c1OCc1ccccc1,5%,-1%,0,?,-11%,-2,1%

# Remaining list, next part
SMILES,Pf growth 96h,Tb PYK inh,CHX counter,Pf growth 48h,AMA1-RON2 inh,Shiga inhibitor,LmPK inh
Cc1cc(=O)n2[nH]c(-c3cccnc3)nc2n1,-5%,·,-5,·,·,-3,-27%
O=C(c1ccc(Cl)c(S(=O)(=O)N2CCCC2)c1)N1CCN(c2ccccc2F)CC1,?,-13%,12,?,-14%,-6,-1%
CC(C)(C)OC(=O)N1CCC[C@H]1C(=O)N/N=C/c1ccc2ncccc2c1,12µM*,-1%,9,?,-3%,22,7%
O=C(CCNC(=O)c1ccc([N+](=O)[O-])cc1)NC1CCCCCC1,-5%,3%,·,-14%,-9%,·,·
O=C(NCCOC(=O)c1ccc([N+](=O)[O-])cc1)c1cccnc1,46%[activator],-1%,-3,3%,15%,-11,10%
Cc1ccc(C(=O)CC(c2cccs2)S(=O)(=O)c2ccc(C)cc2)cc1 (centres undefined),20%,-16%,23*,57%[activator],7%,38,?
Cc1ccc(C(c2sc3nc(C)nn3c2O)N2CC(C)OC(C)C2)cc1 (centres undefined),?,4%,-2,-28%,4%,-16,-6%
COC(=O)c1ccccc1NC(=S)N1CCN(c2ccc(OC)cc2)CC1,0%,1%,-3,-9%,?,18,-1%[11.5 µM]
CSCc1ccc(C(=O)Nc2cccc(C)c2C)cc1,120%[activator],3%,49*,109%[activator],3%,21,-4%
CC(=O)O[C@H]1C(=O)[C@@]2(C)C([C@H](OC(=O)c3ccccc3)[C@]3(O)C[C@H](O)C(C)=C1C3(C)C)[C@]1(OC(C)=O)CO[C@@H]1C[C@H]2O (some centres undefined),4%,5%,-2,43%[activator],-6%,-2,-7%
CCOCCCNC(=O)c1ccc(NC(=O)C2=CSCCO2)cc1,11%,-4%,17,24%,1%,13,-2%
CCCCNC(=S)Nc1ccc(C(F)(F)F)cc1,?,0%,19*,?,19%,30*,1%
O=C(CCN1C(=O)c2ccccc2S1(=O)=O)Nc1ccc(F)c(F)c1F,17%,-6%,·,?,-9%,·,·
COc1ccc(-c2cc(=O)c3c(OC)c(OC)c(OC)c(OC)c3o2)cc1OC,?,1%,6&-6,-8%,6%,-9&-14,9%&-1%
